IDE inh = cellular human IDE inhibition | hit rate 0.41% among 320,000 | AID 434962 | P14735 | inhibition, % at 5.59 µM | HEK cells, FAbetaB cleavage, fluorescence polarization;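 active = percent inhibition above the average of all tested compounds plus 3 SD, set per screening campaign, cut at about 16% in these data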;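 also: IDE supplied by intact live HEK cells; FP after avidin binding of uncleaved biotin substrate so inhibition keeps polarization high; 0% = DMSO wells and 100% = 60 µM reference IDE inhibitor Ii1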
Target sequence (P14735 whole entry, looked up): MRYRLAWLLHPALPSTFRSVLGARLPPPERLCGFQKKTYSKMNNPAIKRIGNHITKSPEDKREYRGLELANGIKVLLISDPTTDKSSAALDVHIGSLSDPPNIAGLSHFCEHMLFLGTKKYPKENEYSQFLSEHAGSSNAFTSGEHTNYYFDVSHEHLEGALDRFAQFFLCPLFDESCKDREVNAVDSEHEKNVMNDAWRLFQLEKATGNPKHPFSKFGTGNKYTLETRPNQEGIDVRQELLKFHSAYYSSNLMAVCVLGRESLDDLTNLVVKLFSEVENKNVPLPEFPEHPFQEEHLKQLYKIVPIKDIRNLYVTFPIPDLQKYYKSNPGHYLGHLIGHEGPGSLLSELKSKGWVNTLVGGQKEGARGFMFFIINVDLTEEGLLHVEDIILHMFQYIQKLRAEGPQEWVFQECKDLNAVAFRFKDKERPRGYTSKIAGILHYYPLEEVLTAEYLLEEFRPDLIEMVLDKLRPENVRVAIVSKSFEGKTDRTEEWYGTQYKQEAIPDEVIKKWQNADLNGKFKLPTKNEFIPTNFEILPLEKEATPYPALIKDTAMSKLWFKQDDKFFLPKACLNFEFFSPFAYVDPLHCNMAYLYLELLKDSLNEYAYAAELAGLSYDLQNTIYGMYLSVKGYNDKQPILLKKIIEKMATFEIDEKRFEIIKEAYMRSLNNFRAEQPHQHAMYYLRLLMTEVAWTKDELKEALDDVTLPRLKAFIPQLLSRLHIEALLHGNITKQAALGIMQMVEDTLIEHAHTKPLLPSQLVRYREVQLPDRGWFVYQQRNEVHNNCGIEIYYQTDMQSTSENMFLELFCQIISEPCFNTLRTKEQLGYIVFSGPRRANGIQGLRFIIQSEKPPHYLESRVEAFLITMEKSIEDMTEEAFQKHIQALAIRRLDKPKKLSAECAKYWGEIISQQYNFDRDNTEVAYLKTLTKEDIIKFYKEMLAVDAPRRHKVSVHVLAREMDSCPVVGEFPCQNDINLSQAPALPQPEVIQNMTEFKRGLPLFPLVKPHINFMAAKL
IDE act = activators of human insulin-degrading enzyme in cells; P14735; HEK cells, FAbeta-B cleavage, fluorescence polarization; 0% vehicle, 100% cell-free pure enzyme wells; activation, % at 5.96 µM; hit rate 0.073% among 340,000; AID 493087;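 active = activation above the mean of all tested compounds plus 3 SD, set per screening campaign, cut at about 17% in these data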
An asterisk follows results filed as active. These rows are one share of the data; count on the stated rates, not on these rows.

Value order: IDE act, IDE inh
O=C(N/N=C/c1ccccc1O)c1ccncc1
→ 6, 1
Cc1nnnn1/C(=C\c1ccccc1)C(=O)OCC(=O)Nc1cccc(S(=O)(=O)N(C)C)c1
→ 6, -2
CC(C)(C)[C@H]1COC(=O)[C@H](NC(=O)OCC2c3ccccc3-c3ccccc32)C/C=C\C[C@@H](CC(=O)N[C@H](CO)Cc2ccccc2)C(=O)N1
→ 5, -4
Cc1ccccc1-n1nnnc1SCC(=O)NC1CC1
→ 2, 3
O=C(COC(=O)c1cc([N+](=O)[O-])ccc1NCCO)Nc1cccnc1Cl
→ -2, 7
Cc1nn(-c2ccccc2)c(C)c1NC(=O)COC(=O)C1CC(=O)N(CCc2ccccc2)C1 (stereo not drawn)
→ 4, 2
Cc1ccc(C(=O)OCC(=O)NCCN2C(=O)CSC2=O)cc1[N+](=O)[O-]
→ 5, -1
COc1ccc(CC(=O)OCC(=O)N(C)C2CCS(=O)(=O)C2)cc1OC (stereo not drawn)
→ 8, 5
CCCCN(C(=O)c1ccc(COc2ccccc2)o1)c1c(N)n(CC(C)C)c(=O)[nH]c1=O
→ 7, 0
O=C(Nc1ccc(-c2csc(Nc3ccc(Cl)cc3)n2)cc1)c1ccccc1
→ 1, 2
CCN1C(=O)[C@H]2[C@@H](c3ccc(-c4cccc(Cl)c4)cc3)N[C@@](C)(C(=O)OC)[C@H]2C1=O
→ -1, 2
Cc1ccc(C(=O)Nc2ccc(S(=O)(=O)NC3=NCCCCC3)cc2)c(C)c1
→ 2, -1
CC1(c2cccc(Br)c2)NC(=O)N(CC(=O)NC2CCCCC2)C1=O (stereo not drawn)
→ 2, -1
COc1cc2c(cc1OC)-c1cc3ccc(OC)c(OC)c3c[n+]1CC2
→ 6, 6
CCc1noc(C)c1C(=O)Nc1cc(S(=O)(=O)N2CCOCC2)ccc1N1CCN(CC)CC1
→ 3, -9
CCc1cccc(C)c1NC(=O)CSc1nnc(Cc2csc(C)n2)o1
→ 5, 0
COc1ccc(C(=O)OCc2ccccc2F)cc1S(=O)(=O)N1CCCC1
→ 5, 3
O=C(COC(=O)/C=C/c1ccco1)NC1CCCCC1
→ 1, 0
CN(Cc1ccco1)C(=O)CSc1nn2c(=O)c(C(C)(C)C)nnc2s1
→ 0, 3
CC(=O)c1cccc(NC(=O)C(C)OC(=O)c2cccc(S(=O)(=O)N3CCN(C)CC3)c2)c1 (stereo not drawn)
→ 4, -2
CCOc1ccccc1NC(=O)CSc1nnc(Cc2ccc(OC)cc2)c(=O)n1N
→ 2, 2
NS(=O)(=O)c1cccc(NC(=O)c2ccc(S(=O)(=O)N3CCCCCC3)cc2)c1
→ 0, -1
O=C(Cn1nnc(-c2ccccc2)n1)NCC(=O)Nc1ccc(F)c(F)c1F
→ 2, 7
O=C(Nc1ccc(F)c(F)c1)C1=COCCO1
→ 4, 8
O=C(COC(=O)c1cc(Br)ccc1O)Nc1ccc2c(c1)OCCO2
→ 4, 1
COc1ccccc1-c1oc2ccccc2c1-c1ccccc1OC
→ 4, -1
Cc1nn(C)c(C)c1NS(=O)(=O)c1cccc(Br)c1
→ 6, -2
CCOc1cccc(-c2nc3c(s2)CCc2onc(-c4cccc([N+](=O)[O-])c4)c2-3)c1
→ 3, 5
CC1CCCN(S(=O)(=O)c2cccc(C(=O)OCC(=O)N(C)Cc3c(F)cccc3Cl)c2)C1 (stereo not drawn)
→ 1, 4
COc1cccc(CC(=O)OCC(=O)NCC(=O)Nc2cccc(C)c2C)c1
→ 6, -10
COc1ccc(C(=O)CSC2=NS(=O)(=O)c3cc(Cl)ccc3N2)cc1
→ 4, 0
CCOC(=O)c1c(C)[nH]c(C(=O)OC(C)C(=O)NCc2ccccc2)c1C (stereo not drawn)
→ 2, -2
O=C(CN1CCN(S(=O)(=O)c2ccccc2)CC1)Nc1ccnn1C1CCCC1
→ 0, 2
COc1ccc(S(=O)(=O)N(C)C[C@H]2Oc3c(NC(=O)Cc4ccccc4)cccc3C(=O)N([C@H](C)CO)C[C@@H]2C)cc1
→ 2, 3
Cc1ccccc1OCC(=O)Nc1ccc(N2CCOCC2)cc1N1CCOCC1
→ 5, 4
O=C(CSc1nnc(-c2cccc(Br)c2)o1)N1CCNC1=O
→ 2, 4
C[C@@]12C(=O)N(CCc3c[nH]c4ccccc34)CC(=O)N1[C@H]1c3ccccc3OC[C@@H]1[C@@H]2c1ccccc1
→ -5, 1
CCN1C(=O)[C@H]2[C@@H](c3ccc(-c4ccc(Cl)c(Cl)c4)cc3)N[C@@](CC(C)C)(C(=O)OC)[C@H]2C1=O
→ 3, 5
COc1ccc(NC(=O)C(OC(=O)c2cnc(C)cn2)c2ccccc2)cc1Cl (stereo not drawn)
→ 5, -1
O=C(NC1CC1)c1cccc(S(=O)(=O)Nc2ccccc2F)c1
→ 5, -4
CSCCC(NC(=O)COc1ccccc1)C(=O)N1CC(C)OC(C)C1 (stereo not drawn)
→ 3, -6
CCCC(C)CO (stereo not drawn)
→ 3, -2
O=C(NCCCN1CCCC1=O)c1c(O)nc2sccn2c1=O
→ 5, 0
Cc1cc(C)n2nc(C(=O)OCC(=O)N3CC(C)CC(C)C3)nc2n1 (stereo not drawn)
→ -2, 2
CC(=O)c1ccc(S(=O)(=O)N(C)CC(=O)NCc2ccco2)cc1
→ -1, -4
COc1ccc(CCNC(=O)c2ccc(OCc3c(C)noc3C)cc2)cc1OC
→ 1, -1
CCOc1ccc(C(=O)COC(=O)c2cc([N+](=O)[O-])ccc2N2CCOCC2)cc1
→ 0, -5
COc1ccc([C@@H]2CC=C(C(=O)O)[C@H](c3ccccc3)N2S(=O)(=O)c2ccc(C)cc2)cc1OC
→ 0, 2
CCC(O)(C(=O)Nc1ccccc1C(F)(F)F)c1ccccc1OC (stereo not drawn)
→ 6, 0
CC(=O)c1ccc(S(=O)(=O)N2CCN(C(C)C(=O)N(C)Cc3ccccc3)CC2)cc1 (stereo not drawn)
→ -2, 4

The listing continues:
Value order: IDE act, IDE inh
C=CC[C@@H](CC(=O)N[C@@H](CO)Cc1ccccc1)C(=O)N[C@@H](COC(=O)[C@@H](CC=C)Cc1ccc(F)cc1)Cc1ccccc1
→ 2, 2
CN(CC(=O)Nc1cccc(F)c1)CC(=O)Nc1ccccc1-c1ccccc1
→ 2, -3
O=C(COC(=O)c1cc(Cl)ccc1O)Nc1ccc2c(c1)OCCO2
→ 3, -1
Cc1ccc(Nc2nnc(SC(C)C(=O)NCC3CCCO3)s2)cc1C (stereo not drawn)
→ 6, -2
CC1CCC2(CC1)NC(=O)N(CC(=O)NC(C)c1ccc(F)c(F)c1)C2=O (stereo not drawn)
→ 4, -3
Cc1ccc(CNC(=O)c2ccc(N3CCC4(CC3)CC(c3ccccc3)=NO4)c(NC(=O)c3ccc(Cl)c([N+](=O)[O-])c3)c2)cc1
→ 2, 1
COc1ccc(NC(=O)c2ccc(S(=O)(=O)N3CCCCC3)cc2)cc1OC
→ 1, -3
Cc1ccc(NS(=O)(=O)c2ccc(C(=O)NCc3ccc(S(N)(=O)=O)cc3)cc2)cc1
→ 4, 2
COc1cc(/C=N/NC(=O)c2cccc(S(=O)(=O)N3CCCC3)c2)ccc1O
→ 3, 5
Nc1nccnc1C(=O)OCC(=O)NCCc1ccc(S(N)(=O)=O)cc1
→ 2, 5
COc1ccc(C(CNS(=O)(=O)c2ccc(NC(C)=O)c(OC)c2)N2CCCCC2)cc1 (stereo not drawn)
→ -1, 3
Cc1nc2c(C)cccn2c(=O)c1NC(=O)c1ccc2c(c1)OCO2
→ 6, -2
Cc1nc2nc(SCc3ccccc3)nn2c(C)c1C
→ 5, -6
Cc1ccc(NC(=O)COC(=O)c2cc(=O)c3ccccc3o2)cc1F
→ -2, -6
O=C(NCc1ccccc1CN1CCCCC1)c1ccc(Cl)cc1N1CCCC1=O
→ 4, -4
Cc1ccc(S(=O)(=O)N2CCN(Cc3cccc(F)c3)CC2)cc1
→ -4, 2
CCCSc1ccc([C@@H]2[C@@H]3C(=O)N(CC)C(=O)[C@@H]3[C@]3(C(=O)OC)CCCCN23)cc1OC
→ 6, 0
CN(c1ccccc1)c1cc(Br)nc(Br)c1
→ 6, -2
Cc1ccc(OCC(=O)N2CCCCC2C)c([N+](=O)[O-])n1 (stereo not drawn)
→ 2, 0
COc1cccc(OCCNc2ccc([N+](=O)[O-])cn2)c1
→ 5, -6

Some values from above:
`COc1ccc(S(=O)(=O)N(C)C[C@H]2Oc3c(NC(=O)Cc4ccccc4)cccc3C(=O)N([C@H](C)CO)C[C@@H]2C)cc1` in IDE inh is entered as 3
`COc1cccc(OCCNc2ccc([N+](=O)[O-])cn2)c1` in IDE act is entered as 5

(listing goes on)
Value order: IDE act, IDE inh
Cc1noc(C)c1C(=O)OC(C)C(=O)NC(C)c1ccc(Cl)cc1Cl (stereo not drawn)
→ -1, 1
COc1ccc(Cl)c2sc(N3CCN(C(=O)C4=COCCO4)CC3)nc12
→ 6, -3
CCN(CC(=O)Nc1ccc(OC)cc1)CC(=O)N1CC(=O)Nc2ccccc21
→ 0, -3
COC(=O)[C@]1(C)N[C@H](CN(C)S(=O)(=O)c2ccc(-c3ccccc3)cc2)[C@@H]2C(=O)N(Cc3ccccc3)C(=O)[C@@H]21
→ 1, 3
CSCCC(NC(=O)c1ccccc1Cl)C(=O)N1CCC1 (stereo not drawn)
→ 4, -4
COc1ccc(CN([C@H](CO)CC(C)C)S(=O)(=O)N(Cc2ccccc2)[C@H](CO)CC(C)C)cc1
→ 6, 1
COc1ccc(NS(=O)(=O)c2c(F)cccc2F)cc1S(=O)(=O)N1CCOCC1
→ 1, -3
CCOc1ncccc1C(=O)OCC(=O)Nc1ccc2c(c1)CCC2
→ 2, 3
Cc1ccc(CNC(=O)Cn2ccc(NC(=O)OCc3ccccc3)nc2=O)o1
→ -3, 3
CC1(NC(=O)CSc2nnc(-c3c[nH]c4ccccc34)n2C2CC2)CCS(=O)(=O)C1 (stereo not drawn)
→ 5, 2

Compounds above that contain a tert-butyl group:
Value order: IDE act, IDE inh
CC(C)(C)[C@H]1COC(=O)[C@H](NC(=O)OCC2c3ccccc3-c3ccccc32)C/C=C\C[C@@H](CC(=O)N[C@H](CO)Cc2ccccc2)C(=O)N1
→ 5, -4
CN(Cc1ccco1)C(=O)CSc1nn2c(=O)c(C(C)(C)C)nnc2s1
→ 0, 3

More records follow:
Value order: IDE act, IDE inh
COc1ccc(-c2cc(C(=O)N(C)CC(=O)Nc3ccccc3Cl)c3ccccc3n2)cc1OC
→ -9, 4
O=C(NCCS(=O)(=O)NCc1ccccc1)c1ccccc1
→ -2, -2
CC(=O)c1c(C)[nH]c(C(=O)OCC(=O)N2CCN(S(=O)(=O)c3ccc(C)cc3)CC2)c1C
→ 1, -7
CCOc1ccc(CCNC(=O)COC(=O)/C=C/c2ccccc2OC)cc1OCC
→ 0, 2
CC1CC(C)CN(S(=O)(=O)c2ccc(NC(=O)CCN3C(=O)C4CC=CCC4C3=O)cc2)C1 (stereo not drawn)
→ 3, -3
CCc1cc(C(=O)Nc2ccc(S(=O)(=O)NC3=NCCCCC3)cc2)sc1C
→ 2, 12
COc1ccccc1NS(=O)(=O)c1ccc(C(=O)NCC(c2ccco2)N(C)C)cc1 (stereo not drawn)
→ 3, -3
CN1CCN(S(=O)(=O)c2cccc(C(=O)NC3(C)CCS(=O)(=O)C3)c2)CC1 (stereo not drawn)
→ 4, -3
O=C(NCCC1CCCCN1S(=O)(=O)c1cccs1)C(=O)Nc1ccc(F)cc1 (stereo not drawn)
→ 2, -5
CC(C)c1nc2c(s1)CCc1onc(-c3ccc(Cl)cc3)c1-2
→ 6, -5
Nn1c(SCC(=O)NCC2CCCO2)nnc1-c1ccc(OC(F)F)cc1 (stereo not drawn)
→ 3, 1
CCCCN(C(=O)CCNC(=O)NC12CC3CC(CC(C3)C1)C2)c1c(N)n(CCCC)c(=O)[nH]c1=O
→ -2, 2
C=CCC[C@H](Cc1ccc(F)cc1)C(=O)OC[C@@H](Cc1c[nH]c2ccccc12)NC(=O)[C@@H](CC=C)CC(=O)NCCO
→ 4, -3
COc1ccc(NS(=O)(=O)c2ccc(C)c(C(=O)N3CCC3)c2)cc1
→ 0, 3
Cc1ccsc1CN(C)C(=O)C(NC(=O)c1cccc(S(=O)(=O)N2CCOCC2)c1)C(C)C (stereo not drawn)
→ 2, -5
CN(Cc1ccccc1)C(=O)CN1C(=O)NC2(CCCC2)C1=O
→ 3, -4
CCOC(=O)C1CCN(C(=O)COC(=O)c2nn(C)c(=O)c3ccccc23)CC1
→ 4, 6
COc1ccc(C(=O)NCc2ccccc2C)cc1S(=O)(=O)NC1CCCC1
→ 1, 11
COc1ccc(CCNC(=O)COC(=O)C2CC2)cc1OC
→ -5, -4
C=CCOc1ccc(/C=C/C(=O)OCC(=O)NCC2CCCCC2)cc1
→ -2, 6

No new results follow: an excerpt of the list.
Value order: IDE act, IDE inh
COc1ccc(CCNC(=O)COC(=O)C2CC2)cc1OC
→ -5, -4
C=CCOc1ccc(/C=C/C(=O)OCC(=O)NCC2CCCCC2)cc1
→ -2, 6

The list continues.
Value order: IDE act, IDE inh
C[C@@H]1COC(=O)[C@H](Cc2ccc(F)cc2)C/C=C\C[C@@H](CC(=O)N[C@H](CO)Cc2ccccc2)C(=O)N1
→ 1, -3
CS(=O)(=O)c1ccc(C(=O)OCC(=O)Nc2cccc(S(=O)(=O)N3CCCC3)c2)cc1
→ 0, -6
O=C(NNC(=O)C1CCN(S(=O)(=O)c2ccc(Cl)cc2)CC1)c1ccccc1O
→ 3, -6
Cc1noc(C)c1COc1ccccc1C(=O)NNC(=O)c1ccccc1
→ 8, -1
CC(C)Cc1nnc(NC(=O)c2ccc3c(c2)OCCO3)s1
→ 1, -5
COc1ccc(-c2nn(-c3ccccc3)cc2C(=O)N(C)CC(=O)Nc2cccc(F)c2)cc1
→ 2, -2
COc1ccccc1NS(=O)(=O)c1ccc(C(=O)N2CCCC(C(F)(F)F)C2)cc1 (stereo not drawn)
→ 1, -3
COc1ccc(CN(C)C(=O)C(Cc2ccccc2)NC(=O)c2ccccc2)c(OC)c1 (stereo not drawn)
→ 2, -7

Screening results from PubChem.
